# ALDH1A1 inh – blocks purified human ALDH1A1 activity; P00352; Purified ALDH1A1, NADH fluorescence, propionaldehyde substrate; Potency, µM (series often up to 75.3 µM), for the others: top-dose activity, negative = inhibition, hits mostly inhibitors; hit rate 7.3% among 220,000; active = well fitted inhibition curve with a large enough effect, not every such curve was filed as active; inconclusive = small, poorly fitted or top-dose-only effect, or another doubt; inactive = no such curve, though single readings can be large or run the other way;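 also: plate controls were no enzyme wells and a reference inhibitor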
# Target sequence (P00352 whole entry, looked up): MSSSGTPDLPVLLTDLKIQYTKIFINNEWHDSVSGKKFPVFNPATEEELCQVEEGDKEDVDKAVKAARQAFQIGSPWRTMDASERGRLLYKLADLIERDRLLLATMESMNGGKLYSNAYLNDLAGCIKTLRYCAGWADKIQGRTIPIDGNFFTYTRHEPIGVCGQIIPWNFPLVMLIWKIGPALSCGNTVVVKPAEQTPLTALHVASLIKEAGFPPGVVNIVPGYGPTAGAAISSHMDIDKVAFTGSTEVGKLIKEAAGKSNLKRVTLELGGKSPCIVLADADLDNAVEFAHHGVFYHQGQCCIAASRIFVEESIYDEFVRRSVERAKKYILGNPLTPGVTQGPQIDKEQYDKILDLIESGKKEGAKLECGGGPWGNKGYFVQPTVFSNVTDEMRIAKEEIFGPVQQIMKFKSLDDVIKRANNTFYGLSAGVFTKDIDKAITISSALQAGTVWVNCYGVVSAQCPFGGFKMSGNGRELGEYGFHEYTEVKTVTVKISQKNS
# Tau fibril FP – tau fibrillization inhibition (FP); P10636; K18 P301L tau heparin fibrillization, Alexa594 FP, 6 h; Potency, µM (series often up to 57.7 µM), without a hit: at the top dose activity, negative = inhibition, most hits filed as inhibitors; hit rate 0.39% among 280,000; also: nearly all actives have a fitted effect of over 55% in size
# Target sequence (P10636 561-689 P618L limits assumed): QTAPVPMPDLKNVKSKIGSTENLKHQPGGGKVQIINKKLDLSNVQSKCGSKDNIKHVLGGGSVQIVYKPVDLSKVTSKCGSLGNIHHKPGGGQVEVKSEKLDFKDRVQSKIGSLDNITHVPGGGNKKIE
#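 K18 P301L tau (15 uM unlabeled/0.24 uM Alexa 594-labeled, final) + compound + heparin 20 uM final; 100 mM NaOAc pH 7; 6 hr 37 C; ThT 30 uM final added, 1 hr RT; FP ex 555/em 632 nm.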
# Tau fluor counter – counter-screen for tau fibril formation inhibitors | tau K18 P301L Alexa594 fluorescence, heparin fibrillization | Potency, µM (titrated, usually from 57.7 µM), for the others: top-dose activity change, negative = decrease | AID 1463 | hit rate 0.93% among 280,000; also: nearly all actives have a fitted effect of over 55% in size
#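 Human tau K18 P301L (15 uM unlabeled, 0.24 uM Alexa 594-labeled) in 100 mM sodium acetate pH 7 with 20 uM heparin, 6 hr at 37 C. ThT 30 uM added, 1 hr ambient; Alexa 594 FP and total fluorescence read at 555/632 nm.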
# TRb SRC2 PPI – disrupts binding of human TR beta to SRC2; AID 1469; Potency, µM (top dose mostly 106 µM), for the others: at the highest dose activity change, negative = inhibition, usual class: inhibitors; P10828; TRbeta-SRC2 peptide binding, fluorescence polarization; receptor liganded with 1 µM T3; hit rate 0.065% among 280,000;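 also: plate controls were bound peptide for no effect and peptide without receptor for full effect; nearly all actives have a fitted effect of over 50% in size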
#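 Assay buffer: 20 mM Tris-HCl, 100 mM NaCl, 10% glycerol, 1 mM EDTA, 0.01% NP-40, 1 mM DTT, 1 uM T3, 5% DMSO; TRb LBD 0.6 uM, Texas Red SRC2 20 nM; FP after 5 hr.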
# TR SRC2 fluor cs – alters Texas Red total fluorescence, flagging assay interference; TRb/SRC2 Texas Red total fluorescence interference; Potency, µM (doses to about 106 µM), for inactives: top-dose fluorescence change, negative = quenching; hit rate 0.29% among 280,000; active = well fitted curve in either direction with a large enough effect; inconclusive = small, poorly fitted or top-dose-only effect
#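 Human TRb ligand-binding domain at 0.6 uM with 20 nM Texas Red SRC2 peptide in Tris buffer containing 1 uM T3 and 5% DMSO, incubated with compound 5 h at ambient temperature. Total fluorescence (555/632 nm) calculated as parallel + 2 × perpendicular.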
# aGal spleen mod – alpha-galactosidase A (human) modulation. P06280. human spleen homogenate, 4MU-alpha-Gal fluorescence, 40 min. Potency, µM (top dose mostly 80 µM), for the others: at the highest dose activity change, negative = inhibition, actives largely listed as inhibitors. hit rate 0.008% among 240,000. AID 2107;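 also: 0% = enzyme with vehicle and -100% = no enzyme basal signal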
# Target sequence (P06280 32-429 limits assumed): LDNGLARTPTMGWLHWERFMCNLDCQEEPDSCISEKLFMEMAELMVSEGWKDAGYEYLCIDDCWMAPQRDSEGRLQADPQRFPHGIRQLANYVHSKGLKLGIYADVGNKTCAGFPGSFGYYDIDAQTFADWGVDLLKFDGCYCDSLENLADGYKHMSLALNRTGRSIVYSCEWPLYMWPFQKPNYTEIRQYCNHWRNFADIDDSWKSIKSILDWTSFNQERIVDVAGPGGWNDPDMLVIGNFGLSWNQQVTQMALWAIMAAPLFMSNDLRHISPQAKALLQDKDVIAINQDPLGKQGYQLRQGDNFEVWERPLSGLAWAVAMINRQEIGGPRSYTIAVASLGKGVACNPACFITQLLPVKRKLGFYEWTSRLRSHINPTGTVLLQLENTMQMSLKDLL
#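 Human spleen homogenate (1 ug) as enzyme source, 4-methylumbelliferyl-alpha-D-galactopyranoside 1 mM final, citrate/phosphate pH 5.0 with 0.01% Tween-20. Compounds 40 min at 37C, NaOH/glycine stop; fluorescence Ex 365/Em 440, Hill-fit AC50.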
# Tau ThT inhib – inhibitors of human tau fibril formation, thioflavin T binding; recombinant tau K18 P301L, heparin-induced fibrillization, ThT fluorescence; P10636; hit rate 2.1% among 270,000; Potency, µM (series often up to 57.4 µM), inactives show top-dose activity, negative = inhibition, usual class: inhibitors; also: nearly all actives have a fitted effect of over 55% in size
#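 ThT emission at 510 nm, taken 1 hr after adding 30 uM dye, quantifies aggregates formed when 20 uM heparin acts on human tau K18 P301L for 6 hr at 37 C.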
# L3MBTL1 block – L3MBTL1 (human) inhibition | Q9Y468 | AlphaScreen L3MBTL1–H3K9me1 peptide binding | Potency, µM (highest dose often 57.1 µM), for the others: at the highest dose activity, negative = inhibition, usual class: inhibitors | hit rate 0.66% among 230,000; also: nearly all actives have a fitted effect of over 60% in size
#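 L3MBTL1 (50 nM) pre-complexed 30 min with biotinylated H3(1-15)K9me1 peptide (75 nM), then compounds added for 30 min at room temperature; AlphaScreen streptavidin donor/nickel chelate acceptor beads (10 ug/mL final) read after 30 min dark incubation.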
# The depositor's hits bear a star; ? = inconclusive; nt = no result given; & = joins results of further samples; [ ] = dose if it differs, or a comment. Unless noted, calls follow the shape of the dose curve; as a rule, active = well fitted curve in the direction sought with a large enough effect; inconclusive = small, poorly fitted or top-dose-only effect, or another doubt; inactive = no such curve, though single readings can be large; an effect the other way counts as inactive or inconclusive. Unless noted, % is scaled to controls: 0 for no effect and ±100 for the full control effect; potency is read from the fitted curve at half-maximal effect.
# Results follow in this order: TR SRC2 fluor cs	Tau fibril FP	ALDH1A1 inh	L3MBTL1 block	Tau ThT inhib	TRb SRC2 PPI	aGal spleen mod	Tau fluor counter
Cn1c(=O)c2c(SCc3cccnc3)nc(CC(C)(C)C)nc2n(C)c1=O
    -2.9%	-9.4%	0.891µM*	-0.5%	?	-3.4%	-9.0%	-15.0%
O=C(O)CC(c1ccc(Cl)cc1)N1C(=O)CCC1=O (centres undefined)
    2.2%	4.2%	3.2%	-1.8%	-11.0%	2.0%	-4.5%	-7.6%
COc1ccc2c(c1)C(=NO)c1cc(OC)ccc1-2
    -3.1%	-0.3%	?	-7.6%	0.708µM*	-8.9%	3.7%	?
COc1ccc(OCc2nc3c4c(-c5ccccc5)c(-c5ccccc5)oc4ncn3n2)cc1
    -0.9%	?	nt	nt	-3.6%	1.7%	nt	-14.5%
CC(NC(=O)NC12CC3CC(CC(C3)C1)C2)c1ccc2c(c1)OCO2 (centres undefined)
    -2.9%	-4.2%	?	6.6%[11.4 µM]	-1.9%	-1.3%	-6.6%	-1.4%
O=C(CSc1ccc2nnc(-c3ccncc3)n2n1)Nc1ccc2c(c1)OCCO2
    4.2%	7.0%	-15.6%	nt	-13.2%	-6.2%	-3.2%	-4.3%
NS(=O)(=O)c1ccc(CCNc2ncnc3sccc23)cc1
    0.0%	11.1%	8.4%	nt	-3.1%	-3.9%	-4.8%	-2.0%
Cc1nn(C)c(=O)n1N(C)c1ncc(C(F)(F)F)cc1Cl
    -0.1%	2.4%	8.7%	17.1%	-6.2%	-0.4%	-7.6%	-5.6%
O=C(NNc1nc(-c2ccccc2)cs1)c1ccc(F)cc1
    -1.8%	-13.0%	?	-24.5%	?	1.6%	-3.6%	-28.9%
CC1CCN(S(=O)(=O)c2ccc3ccccc3c2)CC1
    -5.3%	-5.5%	-13.2%	nt	-17.2%	-3.3%	-5.0%	-24.2%
CCc1ccc(C(C)NC(=O)Cn2cnc3c(=O)n(C)c(=O)n(C)c32)cc1 (centres undefined)
    -3.2%	3.0%	28.2µM*	5.4%	1.4%	-18.9%	-1.0%	3.9%
C=CCn1c(=NC(=O)C2CC2)sc2cc(NC(C)=O)ccc21
    -6.7%	6.1%	?	nt	?	-8.2%	0.1%	-8.7%
Cc1cccc(C)c1OCC(N)C(C)C (centres undefined)
    -2.7%	0.3%	-2.8%	-2.9%	-5.0%	0.7%	-5.0%	-4.0%
O=C(CC1SC(=O)N(c2ccccc2)C1=O)Nc1ccc(Cl)cc1 (centres undefined)
    0.8%	-3.7%	nt	-2.2%	?	5.5%	3.5%	-19.0%
Cc1ccc(-c2csc(=Nc3ccccc3)n2Cc2ccc3c(c2)OCO3)cc1C
    6.3%	5.4%	nt	nt	-12.9%	-6.3%	nt	-28.0%
Cc1ccc(C(O)(C(=O)NNc2ccc3ccccc3n2)c2ccc(C)cc2)cc1
    -11.3%&-7.6%	-3.1%&-13.5%	7.4%	6.5%&13.3%	-3.6%&4.7%	-7.6%&3.9%	0.8%&3.6%	-10.1%&-4.9%
Cc1ccc(S(=O)(=O)N2C(=O)c3cccc4cccc2c34)cc1
    -2.4%	-3.2%	nt	?	-5.9%	-5.0%	10.9%	-8.2%
CCOC(=O)C1CCCN(CCC(=O)Nc2cccc(C)c2)C1 (centres undefined)
    1.7%&4.7%	-4.1%&-7.5%	-5.5%	3.5%	-1.7%&4.9%	8.1%&-6.6%	0.6%	-9.3%&3.7%
C=C(C)C(=O)OC[C@@H]1CCC[N@+]2(C)CCCCC12 (some centres undefined)
    -2.4%	-4.9%	-0.5%	nt	-16.7%	9.4%	-1.4%	-15.9%
COC(=O)c1c(C(=O)OC)c(-c2ccccc2)n2c1CCC2
    -1.0%	-1.3%	1.4%	-21.3%	2.4%	2.1%	5.5%	-1.5%
COc1ccc(Cl)cc1NC(=S)N(Cc1ccc(C(=O)O)cc1)Cc1ccc(OC)c(OC)c1
    -1.2%	-6.7%	?	nt	-9.0%	0.2%	-7.9%	-6.3%
CC(=O)/C(N)=N/Nc1cccc(Cl)c1
    -0.7%	15.8%	-7.4%	-5.3%	?	-5.1%	11.4%	?
COCCOC(=O)c1c(C)oc2ccc(O)c(CN3CCC(C)CC3)c12
    0.2%	3.6%	7.5%	-3.3%	-4.6%	6.5%	-1.3%	4.4%
Fc1cccc2sc(Nc3nnc(-c4ccccc4)o3)nc12
    -7.7%	5.9%	?	-26.2%	?	-15.1%	5.4%	-21.4%
COc1ccc(C2CC(=O)n3nc(C45CC6CC(CC(C6)C4)C5)nc3S2)cc1OC (centres undefined)
    -4.4%	-7.7%	?	5.6%	-4.7%	0.6%	-10.5%	-6.2%
CCc1[nH]c(C)c(C(C)=O)c1C
    -0.9%	-3.9%	3.0%	-5.7%	-10.6%	3.5%	2.2%	3.2%
Cc1ccc(S(=O)(=O)c2nc(-c3cccs3)oc2N2CCC(C)CC2)cc1
    -4.1%	6.9%	nt	nt	-15.2%	-4.7%	nt	-28.3%
CCc1cccc(Nc2c([N+](=O)[O-])cc(C(=O)N3CC(=O)Nc4ccccc43)cc2[N+](=O)[O-])c1
    -1.3%	14.4%	-5.6%	?	?	-3.5%	-0.4%	-26.5%
COc1ccc(-n2c(-c3ccccc3)nc(=S)c3c2CCCC3)cc1
    0.8%	8.4%	3.1%	4.0%	-1.2%	-13.0%	-12.2%	5.3%
CCOC(=O)c1cc(C)n(-n2cnnc2)c1C
    -4.8%	0.1%	-9.9%	-0.7%	-2.7%	4.3%	4.0%	2.9%
O=C(c1cc2c(cc1Br)OCCCO2)N1CCCCC1
    -1.1%[53 µM]	-1.3%	9.2%	9.5%	2.5%	-4.3%[53 µM]	-6.7%	5.6%
CN(C(=O)N1CCN(S(=O)(=O)c2ccccc2)CC1)c1ccccc1
    -4.9%	-5.9%	-7.5%	0.1%[11.4 µM]	2.4%	0.0%	1.9%	-0.8%
COc1cc([N+](=O)[O-])ccc1NC(=O)Cc1ccc(C)cc1
    -2.0%	-1.8%	?	-4.8%[11.4 µM]	-12.0%	-5.5%	1.7%	?
CC1CN(C(=O)N2CCC(C(=O)NC3CCCCCC3)CC2)c2ccccc2O1 (centres undefined)
    ?	?	nt	nt	8.7%	4.4%	nt	1.7%
CCCOc1ccc(C(=O)Nc2ccc(N3CCN(C(C)=O)CC3)cc2)cc1
    -0.7%	-3.0%	?	0.1%	2.24µM*	-11.9%	-3.7%	-18.6%
CC(C)(C)c1ccc(C(=O)N2CCC(c3noc(-c4ccc(S(=O)(=O)N5CCCC5)cc4)n3)CC2)cc1
    -0.3%	0.3%	nt	nt	0.1%	-3.9%	nt	4.3%
Cc1nn(CC(=O)NCc2ccc(-n3cccn3)cc2)c(C)c1[N+](=O)[O-]
    -1.0%	-13.3%	3.1%	3.7%	-4.0%	-8.0%	6.8%	-0.2%
CCOC(=O)c1c(CC(C)C)csc1NC(=O)COC(=O)c1cc(OC)c(OC)cc1[N+](=O)[O-]
    ?	?	11.3%	-5.3%	-1.1%	-1.4%	-8.4%	-18.0%
Cc1nn(C)c(C)c1CN(C)C(=O)C1(C)CC1(Br)Br (centres undefined)
    -0.7%	8.2%	-0.8%	2.2%	3.8%	-11.1%	2.2%	6.6%
COc1cc(OC)c(C2C3=C(CCCC3=O)Nc3nc4ccccc4n32)cc1OC (centres undefined)
    -3.8%	-2.1%	?	nt	-15.1%	-6.3%	2.9%	-4.1%
O=[N+]([O-])c1ccc([N+](=O)[O-])c(Nc2ccc(N3CCOCC3)cc2)c1
    -3.8%	-3.0%	-8.7%	-8.9%	?	-0.2%	-0.2%	-18.0%
COC(=O)c1n[nH]n(-c2ccc(F)c(Cl)c2)c1=O
    -4.8%	4.1%	nt	nt	nt	5.0%	4.9%	4.9%
COc1ccc(-n2cc(-c3ccccc3)c3c(NCCCN4CCOCC4)ncnc32)cc1
    -0.3%	0.7%	?	nt	-15.5%	0.3%	2.0%	-5.7%
Cc1cc(C)c(C#N)c(SCC(=O)CC(=O)OC(C)C)n1
    -1.7%	5.8%	16.8%	nt	-13.8%	-14.3%	13.6%	-7.6%
Cc1cc(C)cc(NC(=O)C(Sc2nnc(C)c(=O)[nH]2)c2ccccc2)c1 (centres undefined)
    -1.0%	7.3%	nt	12.1%	0.9%	0.3%	-0.3%	3.6%
CCOc1ccc(/C=C/C(=O)NCc2ccccc2)cc1
    -1.2%	-6.8%	0.1%	7.8%	-6.2%	-9.1%	-8.6%	-5.0%
CCc1ccc(N(CC)c2ncnc3nc[nH]c23)cc1
    -1.5%	3.5%	10.2%	11.8%	-9.2%	7.1%	-4.3%	-6.4%
CCCCCN(CCCCC)C(=O)C(CCC(=O)O)NC(=O)c1ccc(Cl)c(Cl)c1 (centres undefined)
    -2.7%&-2.6%	12.4%&-1.4%	9.9%&39.3%	nt	-5.8%&-3.0%	1.4%&3.9%	-1.6%&-0.2%	2.8%&-4.2%
Cc1cccn2c(CN(C)CCC3CCCCO3)c(C(=O)N3CCCCC3)nc12 (centres undefined)
    -3.8%	4.8%	3.16µM*	-12.0%	-5.5%	-1.2%	9.7%	-1.1%
Nc1c(O)cccc1C(=O)C[C@@H](N)C(=O)O
    1.4%[53 µM]	nt	0.3%[20.9 µM]	nt	nt	-4.6%[53 µM]	-2.7%[29.1 µM]	nt
O=c1[nH]c(-c2ccc(Cl)cc2)nc2c1cnn2-c1ccccc1
    -1.9%	-6.4%	?	4.5%	-8.9%	-4.4%	-1.2%	-4.8%
O=S(=O)(NCCSc1ccc(Cl)cc1)c1ccc2c(c1)OCCO2
    -0.3%	-12.2%	14.1µM*	16.9%	-5.7%	-2.6%	3.9%	?
Cc1nn(CCC(=O)NC(C)C)c(=O)c2nn(-c3ccccc3)c(C)c12
    0.6%	0.1%	nt	nt	8.2%	-4.5%	nt	4.2%

# Source: PubChem
